Screens from PubChem BioAssay.
TNAP inh noacc: TNAP (human) inhibition, acceptor-free conditions; 200,000 compounds, 0.26% hits; purified TNAP, CDP-star luminescence, 30 min; inhibition, % at 20 µM; P05186;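 active = tissue-nonspecific alkaline phosphatase inhibition above about 50% at 20 µM in the single-dose screen, limit read from the data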;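 also: 0% = DMSO negative control and 100% = EDTA positive control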
Target sequence (P05186 whole entry, looked up): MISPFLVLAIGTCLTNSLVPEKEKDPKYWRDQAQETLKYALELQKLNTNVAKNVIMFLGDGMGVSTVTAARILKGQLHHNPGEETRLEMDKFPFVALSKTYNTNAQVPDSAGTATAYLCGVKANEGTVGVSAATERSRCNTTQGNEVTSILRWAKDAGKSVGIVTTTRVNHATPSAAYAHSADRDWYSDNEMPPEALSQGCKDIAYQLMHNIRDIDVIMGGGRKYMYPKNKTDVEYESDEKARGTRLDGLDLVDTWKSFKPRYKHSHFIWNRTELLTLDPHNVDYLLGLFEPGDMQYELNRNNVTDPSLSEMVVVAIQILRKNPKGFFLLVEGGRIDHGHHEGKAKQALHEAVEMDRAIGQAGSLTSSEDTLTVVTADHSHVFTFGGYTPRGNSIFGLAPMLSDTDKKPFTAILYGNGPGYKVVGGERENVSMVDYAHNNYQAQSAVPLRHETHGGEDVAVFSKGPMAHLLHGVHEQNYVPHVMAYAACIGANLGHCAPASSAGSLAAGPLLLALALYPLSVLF
bIAP activator: increases bovine intestinal alkaline phosphatase activity. activation factor at 20 µM. purified bovine IAP, CDP-star luminescence, 30 min; hits give high values; fold of DMSO-control signal, blank-subtracted. 200,000 compounds, 0.17% hits;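 active = activation factor of 2 or more at 20 µM, a signal rise over negative controls twice the positive control's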
TNAP act hiacc: activators of human TNAP at high phosphate acceptor concentration; purified TNAP, CDP-star luminescence, 1 M DEA, 30 min; hits give high values; 0 = EDTA background, 1 = DMSO-only activity; activation factor at 20 µM; P05186; 200,000 tested, under 10 active;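 active = activation factor at least 2 at 20 µM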
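Dosing: 20 µM single point. System: human TNAP. Amount: TNAP 1/800 final. Incubation: 30 min, room temperature. Read-out: TNAP activation factor scaled between EDTA and DMSO control wells. Signal: luminescence from CDP-star hydrolysis. Medium: 1 M DEA, pH 9.8, Mg2+, Zn2+. Control set: EDTA negative control, DMSO positive control.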
PPARg SRC2 recr: agonists of SRC-2 recruitment by human PPARgamma | P37231 | PPARgamma LBD-SRC-2 recruitment, biochemical | activation, % at 8 µM | 200,000 compounds, 0.34% hits | AID 1032; in the data active = activation above about 22%;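 also: 0% = vehicle and 100% = reference agonist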
Target sequence (P37231 whole entry, looked up, the tested form may be a part): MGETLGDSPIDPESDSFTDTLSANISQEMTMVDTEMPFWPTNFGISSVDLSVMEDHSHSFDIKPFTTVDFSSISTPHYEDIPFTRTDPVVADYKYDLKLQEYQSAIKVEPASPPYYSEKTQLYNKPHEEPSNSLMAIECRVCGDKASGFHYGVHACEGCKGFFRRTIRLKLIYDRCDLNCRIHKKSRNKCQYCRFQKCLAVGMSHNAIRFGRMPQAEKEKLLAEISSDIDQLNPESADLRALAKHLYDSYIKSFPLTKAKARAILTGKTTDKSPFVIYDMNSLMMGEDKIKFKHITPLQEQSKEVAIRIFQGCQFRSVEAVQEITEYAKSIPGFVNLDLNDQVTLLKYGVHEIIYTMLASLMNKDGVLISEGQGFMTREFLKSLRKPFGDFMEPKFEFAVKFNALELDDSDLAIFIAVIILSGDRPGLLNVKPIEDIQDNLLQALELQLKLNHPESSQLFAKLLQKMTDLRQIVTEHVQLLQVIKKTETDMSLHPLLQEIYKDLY
PPARg SRC-1 ag: PPARgamma-driven SRC-1 recruitment agonism | activation, % at 8 µM | 200,000 compounds, 0.41% hits | PPARgamma-SRC-1 coactivator recruitment biochemical assay | P37231; in the data active = activation above about 19%;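 also: 0% = DMSO and 100% = reference agonist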
bIAP inhibitor: intestinal alkaline phosphatase (bovine) inhibition. purified bovine IAP, CDP-star luminescence, 30 min. inhibition, % at 20 µM. 190,000 tested, under 10 active;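 active = over 50% inhibition of intestinal alkaline phosphatase at 20 µM in the single-dose screen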
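Incubation: 30 min reaction at room temperature / Material: purified bovine intestinal alkaline phosphatase (IAP) enzyme / Input: enzyme at 1/65,000,000 dilution / Dosing: 20 µM single dose / Signal: CDP-star luminescence signal / Reagent: CDP-star chemiluminescent phosphatase substrate, 30 µM final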
SRC2 TRFRET art: TR-FRET artefact, counter-screen to PPARgamma/SRC-2 agonist assay; 200,000 compounds, 0.4% hits; hits give high values; TR-FRET ratio at 8 µM; in the data active = TR-FRET ratio above about 2000; also: inactives centre near 1500
PPARg SRC3 recr: promotes SRC-3 coactivator recruitment by human PPARgamma; P37231; biochemical PPARgamma/SRC-3 coactivator recruitment assay; activation, % at 8 µM; 200,000 compounds, 0.26% hits; AID 731; in the data active = activation above about 23%;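 also: 0% = DMSO and 100% = reference agonist; some compounds past the cut are filed as inactive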
HMGR II inh: inhibitors of class II HMG-CoA reductase from Enterococcus faecalis; purified E. faecalis HMGR, NADPH absorbance 340 nm kinetic; inhibition, % at 10 µM; 190,000 compounds, 0.41% hits;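 active = inhibition above a set limit, the median over all tested compounds plus 3 SD, cut at about 9.5% in these data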;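 also: enzyme runs in reverse so mevalonate oxidation gives rising NADPH absorbance; 0% = complete reaction with DMSO and 100% = background rate lacking mevalonate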
TNAP inh hi DEA: blocks human TNAP under high phosphate acceptor concentration. inhibition, % at 20 µM. 200,000 compounds, 0.03% hits. P05186. AID 1135. purified TNAP, CDP-star luminescence, 1 M DEA;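 active = over 50% inhibition of tissue-nonspecific alkaline phosphatase at 20 µM in the single-dose screen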;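 also: plate controls were DMSO wells for no effect and EDTA-quenched wells as full inhibition for full effect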
Numbers without * were called inactive; x = not tested or not shown.

Screens by letter: A = TNAP inh noacc; B = bIAP activator; C = TNAP act hiacc; D = PPARg SRC2 recr; E = PPARg SRC-1 ag; F = bIAP inhibitor; G = SRC2 TRFRET art; H = PPARg SRC3 recr; I = HMGR II inh; J = TNAP inh hi DEA
structure: O=C(NCCN1CCOCC1)c1cn(-c2ccccc2)nc1-c1cccs1
  A: -17; B: 1.1; C: 1.1; D: -2; E: 3; F: -6; G: 1194; H: -12; I: -1; J: -7

structure: CCc1c(C)c(C#N)c2nc3ccccc3n2c1NCC1CCCO1 (centres undefined)
  A: -16; B: 1; C: 1.1; D: 12; E: 7; F: 0; G: 1760; H: 0; I: 1; J: -6

structure: CS(=O)c1ccccc1COC(=O)Nc1cccc(Cl)c1 (centres undefined)
  A: -14; B: 1; C: 1.1; D: -10; E: -5; F: -3; G: 1418; H: -10; I: 6; J: -7

structure: CC[n+]1c(S(=O)(=O)[O-])ccc2ccc(C)cc21
  A: 3; B: 0.9; C: 1; D: -2; E: -5; F: 7; G: 1513; H: -3; I: -3; J: -3

structure: Cc1ccccc1CNC(=O)Cc1cccs1
  A: 4; B: 1; C: 1; D: 4; E: 14; F: 4; G: 1519; H: 2; I: -2; J: 0

structure: CC(=O)Nc1sc(NC(=O)c2ccc(Cl)cc2)nc1-c1cccs1
  A: -10; B: 1; C: 1; D: 5; E: -1; F: 5; G: 1630; H: 1; I: -2; J: -3

structure: CCOC(CNC(=O)Cc1c(C)nc2c(-c3ccccc3)c(C)nn2c1C)OCC
  A: -1; B: 1.2; C: 1; D: -1; E: 0; F: -18; G: 1554; H: 5; I: -2; J: -3

structure: Cn1c(Cn2c(=O)sc3ccccc32)nnc1SCC(=O)NCCc1ccccc1
  A: -6; B: 1; C: 1; D: 3; E: 6; F: -2; G: 1605; H: 2; I: 0; J: 2

structure: COc1ccc(NC(=O)C2CC(=O)OC2(C)C)cc1 (centres undefined)
  A: -19; B: 0.9; C: 1; D: -4; E: -5; F: 8; G: 1588; H: -5; I: -2; J: -2

structure: Cc1ccc2nc(SCn3nnc4ccccc4c3=O)[nH]c2c1
  A: -9; B: 0.7; C: 1; D: -2; E: 3; F: 33; G: 1524; H: -7; I: 0; J: 4

structure: CCCS(=O)(=O)N1CCc2cc(OC)c(OC)cc2C1
  A: -13; B: 0.9; C: 1.1; D: -4; E: -7; F: 5; G: 1528; H: -4; I: 2; J: -6

structure: CCOCCCNC(=O)CN1C(=O)CSc2cc(S(=O)(=O)N3CCCCCC3)ccc21
  A: -6; B: 1; C: 1; D: -1; E: 10; F: -4; G: 1735; H: -3; I: 0; J: 1

structure: Cc1ccc(-c2n[nH]c(=S)c3ccccc23)cc1
  A: 6; B: 1.3; C: 1; D: 11; E: 13; F: -34; G: 1666; H: 7; I: -5; J: -1

structure: O=C(COc1cccnc1[N+](=O)[O-])Nc1ccc2c(c1)OCO2
  A: -12; B: 0.9; C: 1.1; D: 4; E: 2; F: 6; G: 1638; H: 3; I: 0; J: -9

structure: CCN(CC)c1ccc2cc(C(=O)Nc3cccnc3N3CCOCC3)c(=O)oc2c1
  A: -22; B: 1.2; C: 1; D: x; E: x; F: -18; G: x; H: x; I: x; J: -4

structure: CCOC(=O)C(C(=O)OCC)C(C[N+](=O)[O-])c1ccccc1 (centres undefined)
  A: -5; B: 0.9; C: 1; D: 3; E: 10; F: 10; G: 1643; H: 2; I: -2; J: -4

structure: O=C(Nc1cccc(C(=O)O)c1)/C(=C\c1ccc2c(c1)OCO2)NC(=O)c1ccco1
  A: -13; B: 1; C: 1; D: 7; E: 10; F: 1; G: 1416; H: -2; I: -4; J: -5

structure: Cc1cc(C)c(S(=O)(=O)c2ccccc2)c(OC(=O)c2c(F)cccc2F)n1
  A: -6; B: 1; C: 1; D: -3; E: 2; F: -4; G: 1452; H: 0; I: 14*; J: -2

structure: COc1ccccc1NC(=O)c1cccnc1
  A: -2; B: 1; C: 1.1; D: -4; E: 6; F: -3; G: 1605; H: 0; I: 3; J: -8

structure: O=S1(=O)N=C(Nc2ccc(O)c(CN3CCCCC3)c2)c2ccccc21
  A: -12; B: 1; C: 1; D: 5; E: 5; F: 2; G: 1606; H: -2; I: 0; J: -5

At a glance, 3 of the compounds above:
Screens by letter: A = TNAP inh noacc; B = bIAP activator; C = TNAP act hiacc; D = PPARg SRC2 recr; E = PPARg SRC-1 ag; F = bIAP inhibitor; G = SRC2 TRFRET art; H = PPARg SRC3 recr; I = HMGR II inh; J = TNAP inh hi DEA
structure: CCCS(=O)(=O)N1CCc2cc(OC)c(OC)cc2C1
  A: -13; B: 0.9; C: 1.1; D: -4; E: -7; F: 5; G: 1528; H: -4; I: 2; J: -6

structure: CCOCCCNC(=O)CN1C(=O)CSc2cc(S(=O)(=O)N3CCCCCC3)ccc21
  A: -6; B: 1; C: 1; D: -1; E: 10; F: -4; G: 1735; H: -3; I: 0; J: 1

structure: Cc1ccc(-c2n[nH]c(=S)c3ccccc23)cc1
  A: 6; B: 1.3; C: 1; D: 11; E: 13; F: -34; G: 1666; H: 7; I: -5; J: -1

Next part
Screens by letter: A = TNAP inh noacc; B = bIAP activator; C = TNAP act hiacc; D = PPARg SRC2 recr; E = PPARg SRC-1 ag; F = bIAP inhibitor; G = SRC2 TRFRET art; H = PPARg SRC3 recr; I = HMGR II inh; J = TNAP inh hi DEA
structure: CCOC(=O)Cn1c(=O)oc2cc(S(=O)(=O)NCC3CCCO3)ccc21 (centres undefined)
  A: -18; B: 0.9; C: 1.1; D: 5; E: 0; F: 7; G: 1788; H: 10; I: -6; J: -8

structure: CC(C)CCN1CCN(Cc2ccc(N3CCNC3=O)cc2)CC1CCO (centres undefined)
  A: -6; B: 1.1; C: 1.1; D: -2; E: 17; F: -9; G: 1681; H: 3; I: -6; J: -6

structure: CCCCCCCCNC(=O)c1cnsn1
  A: -3; B: 1.1; C: 1; D: 10; E: 17; F: -10; G: 1686; H: -1; I: -4; J: -2

structure: CCOC(=O)N1CCN(c2cc(NCCO)c([N+](=O)[O-])c3nonc23)CC1
  A: 2; B: 1; C: 0.9; D: -2; E: 1; F: 2; G: 1468; H: 1; I: 13*; J: 6

structure: COc1ccc(-c2cc(C(F)(F)F)nc(SCC(=O)Nc3ccc4c(c3)OCO4)n2)cc1OC
  A: -17; B: 1.1; C: 1; D: -2; E: 15; F: -13; G: 1411; H: 0; I: -6; J: -1

structure: CCOc1ccc2nc(SCC(=O)N3c4ccccc4Sc4ccccc43)sc2c1
  A: -6; B: 1.3; C: 1; D: 0; E: -1; F: -25; G: 1506; H: 2; I: -4; J: -4

structure: O=C(CSc1nnc(Cc2cc(=O)[nH]c(=O)[nH]2)n1-c1ccccc1)N1CCCC1
  A: 3; B: 1; C: 1; D: -6; E: -5; F: 5; G: 1452; H: -6; I: 0; J: -2

structure: CCOc1ccccc1OCC(=O)O
  A: -11; B: 0.9; C: 1.1; D: 4; E: 1; F: 6; G: 1551; H: 5; I: -3; J: -6

structure: CC(C)(C)OC(=O)NC(CCNC=C1C(=O)OC(C)(C)OC1=O)C(=O)O (centres undefined)
  A: -10; B: 1; C: 1; D: 9; E: -4; F: 5; G: 1365; H: 6; I: -3; J: -1

structure: COC(=O)CCC(=O)Nc1cc(Cl)cc(Cl)c1
  A: -8; B: 1; C: 1; D: -6; E: 4; F: -4; G: 1462; H: -5; I: -3; J: -4

Part of the list above, field by field.
CCCCCCCCNC(=O)c1cnsn1
  TNAP inh noacc: -3; bIAP activator: 1.1; TNAP act hiacc: 1; PPARg SRC2 recr: 10; PPARg SRC-1 ag: 17; bIAP inhibitor: -10; SRC2 TRFRET art: 1686; PPARg SRC3 recr: -1; HMGR II inh: -4; TNAP inh hi DEA: -2

CCOC(=O)N1CCN(c2cc(NCCO)c([N+](=O)[O-])c3nonc23)CC1
  TNAP inh noacc: 2; bIAP activator: 1; TNAP act hiacc: 0.9; PPARg SRC2 recr: -2; PPARg SRC-1 ag: 1; bIAP inhibitor: 2; SRC2 TRFRET art: 1468; PPARg SRC3 recr: 1; HMGR II inh: 13*; TNAP inh hi DEA: 6

The list goes on.
Screens by letter: A = TNAP inh noacc; B = bIAP activator; C = TNAP act hiacc; D = PPARg SRC2 recr; E = PPARg SRC-1 ag; F = bIAP inhibitor; G = SRC2 TRFRET art; H = PPARg SRC3 recr; I = HMGR II inh; J = TNAP inh hi DEA
structure: CCN1CCCC(OC(=O)Nc2ccccc2)C1 (centres undefined)
  A: -6; B: 1; C: 1; D: -3; E: -5; F: 4; G: 1603; H: 0; I: 0; J: -1

structure: O=C(O)CN(Cc1ccccc1)S(=O)(=O)c1ccc(F)cc1
  A: -5; B: 0.9; C: 1.1; D: -1; E: -4; F: 7; G: 1405; H: -3; I: -11; J: -6

structure: COc1ccccc1CNc1cc(C)ccc1C
  A: -8; B: 0.8; C: 1.1; D: 8; E: 6; F: 21; G: 1393; H: -2; I: -2; J: -7

structure: O=C(NC1CCCCC1)C(c1ccc(Cl)cc1)N(C(=O)c1cnccn1)c1ccc2c(c1)OCO2 (centres undefined)
  A: -11; B: 0.9; C: 1; D: 5; E: 5; F: 8; G: 1660; H: 15; I: -5; J: -1

structure: CC(C)(C)NC(=O)CN(C(=O)Cn1nnc(-c2ccccc2F)n1)c1cccc2c1CCCC2
  A: -7; B: 1; C: 1.1; D: 11; E: 10; F: 0; G: 1600; H: 9; I: -8; J: -5

structure: COCCNC(=O)C(OC(=O)c1nsc(Cl)c1Cl)C(C)C (centres undefined)
  A: -17; B: 1.2; C: 1; D: -4; E: -4; F: -16; G: 1573; H: -1; I: -7; J: -3

structure: CC(C)(C)C1=C(C#N)C(c2cccnc2)C(C#N)=C(N)O1 (centres undefined)
  A: -17; B: 0.9; C: 1; D: 3; E: 12; F: 13; G: 1658; H: -1; I: -5; J: -4

structure: Cc1nccc2[nH]c(=O)c(C(=O)NC3CCCCC3C)cc12 (centres undefined)
  A: -2; B: 1; C: 1; D: 11; E: 4; F: 2; G: 1788; H: 1; I: 4; J: 1

structure: Cc1ccc(C(=O)CSc2nc3ccccc3c(=O)[nH]2)cc1C
  A: -2; B: 1; C: 1; D: -8; E: -8; F: -4; G: 1610; H: -9; I: 1; J: -1

structure: O=C(Nc1ccc2c(c1)OCO2)c1nn(-c2ccccc2)c(=O)c2ccccc12
  A: -5; B: 0.9; C: 1; D: 7; E: 2; F: 10; G: 1581; H: 3; I: 5; J: 2

structure: O=C(CNC(=O)C12CC3CC(CC(C3)C1)C2)NC1=NCCS1
  A: -12; B: 0.9; C: 1; D: -1; E: 0; F: 12; G: 1580; H: 6; I: -2; J: -2

structure: Cn1c(=O)c2cc(S(=O)(=O)NC(Cc3ccccc3)C(=O)NCC3CCCO3)ccc2n(C)c1=O (centres undefined)
  A: -8; B: 1.2; C: 1; D: 15; E: 7; F: -16; G: 1612; H: 2; I: -1; J: 1

structure: CCOC(=O)c1c(NC(=O)CSc2nnc(-c3ccccc3C)n2C)sc(C(C)=O)c1C
  A: -6; B: 0.9; C: 1; D: 8; E: 6; F: 8; G: 1679; H: 6; I: -4; J: 2

Whole records from above. Order of screens: TNAP inh noacc	bIAP activator	TNAP act hiacc	PPARg SRC2 recr	PPARg SRC-1 ag	bIAP inhibitor	SRC2 TRFRET art	PPARg SRC3 recr	HMGR II inh	TNAP inh hi DEA
`CCN1CCCC(OC(=O)Nc2ccccc2)C1` (centres undefined) is listed with -6	1	1	-3	-5	4	1603	0	0	-1
`Cc1nccc2[nH]c(=O)c(C(=O)NC3CCCCC3C)cc12` (centres undefined) is listed with -2	1	1	11	4	2	1788	1	4	1
